# LDHA inh = inhibitors of human lactate dehydrogenase A; P00338; purified LDHA, NADH/diaphorase-resazurin fluorescence; hits give low values; activity change, % (values are at about 110 or 230 µM); 0.15% of 480,000 active; AID 1347041; in the data active = activity change below about -30%; inconclusive = mostly about -25% to -30%;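 note: plate controls were DMSO wells for no effect and wells without enzyme for full effect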
#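 LDH5 2 nM; NADH 0.06 mM, pyruvate 0.2 mM; 200 mM Tris pH 7.4, EDTA, Tween-20; 5 min RT. Detection: diaphorase 0.133 mg/mL + resazurin 37 µM, fluorescence ex540/em590 at 0 and 20 min; normalized to enzyme-free and DMSO wells.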
# TrxR1 substrate = rat thioredoxin reductase 1 substrate activity; Potency, µM (doses to about 114 µM), inactives show at the highest dose activity change, negative = substrate turnover; O89049; 0.01% of 390,000 active; purified TrxR1 substrate turnover, NADPH consumption readout; note: potency is the fitted concentration of half-maximal effect; % is set by controls: 0 for no effect and ±100 for the full control effect; nearly all actives have a fitted effect of over 50% in size
# Target sequence (O89049 whole entry, looked up): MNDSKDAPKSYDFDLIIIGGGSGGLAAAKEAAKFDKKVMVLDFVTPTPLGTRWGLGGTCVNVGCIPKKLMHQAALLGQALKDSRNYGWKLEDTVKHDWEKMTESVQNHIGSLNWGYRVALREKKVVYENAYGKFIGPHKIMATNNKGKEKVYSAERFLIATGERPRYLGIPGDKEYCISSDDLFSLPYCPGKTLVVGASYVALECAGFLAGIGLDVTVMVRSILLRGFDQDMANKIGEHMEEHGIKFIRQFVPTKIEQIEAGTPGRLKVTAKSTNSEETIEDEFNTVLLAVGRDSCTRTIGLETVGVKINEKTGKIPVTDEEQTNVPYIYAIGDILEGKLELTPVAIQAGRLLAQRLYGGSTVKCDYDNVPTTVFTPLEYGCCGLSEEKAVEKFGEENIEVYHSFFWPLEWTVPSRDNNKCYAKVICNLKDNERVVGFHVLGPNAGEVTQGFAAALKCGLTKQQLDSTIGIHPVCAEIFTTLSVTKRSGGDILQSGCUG
#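 Rat TrxR1, dispensed at 90 nM, was prereduced with 400 uM NADPH (final) for 5 min at ~22 deg C, then incubated with compound 15 min before 400 uM selenite. A first-read NADPH fluorescence drop versus no-compound background flagged substrates.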
# USP1-UAF1 inh = USP1/UAF1 (human) deubiquitinase inhibition. O94782. Potency, µM (top dose mostly 57.1 µM), for inactives: at the highest dose activity change, negative = inhibition, actives largely listed as inhibitors. 0.23% of 390,000 active. recombinant USP1/UAF1, Ub-Rhodamine cleavage fluorescence; note: potency is the fitted concentration of half-maximal effect; % is set by controls: 0 for no effect and ±100 for the full control effect; nearly all actives have a fitted effect of over 60% in size; inactives centre near -12
#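 1 nM enzyme complex + cpd, 15 min RT; start with Ub-Rho 150nM final; kinetic fluorescence ex 480/em 540, 6 reads q60 s. Buffer 50mM HEPES pH 7.8, 0.5mM EDTA, 0.1 mg/ml BSA, 1mM TCEP, 0.01% Tween-20.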
# TrxR1 inh = blocks rat thioredoxin reductase 1; O89049; recombinant rTrxR1, NADPH fluorescence consumption, selenite substrate; Potency, µM (series often up to 114 µM), for inactives: top-dose activity change, negative = inhibition, most hits filed as inhibitors; 1% of 390,000 active; AID 588453; note: potency is the fitted concentration of half-maximal effect; % is set by controls: 0 for no effect and ±100 for the full control effect; nearly all actives have a fitted effect of over 65% in size
#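 Rat TrxR1 (90 nM in the dispensed reagent) was pre-reduced with 400 uM NADPH for 5 min at room temperature, then incubated with compound for 15 min. After 400 uM selenite was added, NADPH fluorescence (Ex 340/Em 450 nm) was followed for 8 min.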
# Vif-A3G inh = Vif-A3G binding inhibition; HeLa A3G-eYFP + Vif (tagged APOBEC3G with the HIV-1 protein that degrades it), YFP fluorescence, overnight; Potency, µM (series often up to 46.1 µM), for inactives: at the top dose activity, negative = active, hits mostly inhibitors; 0.076% of 410,000 active; AID 602310;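 note: potency is the fitted concentration of half-maximal effect; % is set by controls: 0 for no effect and ±100 for the full control effect; nearly all actives have a fitted effect of over 60% in size; hits raise eYFP signal because A3G escapes Vif-driven loss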
# Target sequence (Q9HC16 whole entry, looked up): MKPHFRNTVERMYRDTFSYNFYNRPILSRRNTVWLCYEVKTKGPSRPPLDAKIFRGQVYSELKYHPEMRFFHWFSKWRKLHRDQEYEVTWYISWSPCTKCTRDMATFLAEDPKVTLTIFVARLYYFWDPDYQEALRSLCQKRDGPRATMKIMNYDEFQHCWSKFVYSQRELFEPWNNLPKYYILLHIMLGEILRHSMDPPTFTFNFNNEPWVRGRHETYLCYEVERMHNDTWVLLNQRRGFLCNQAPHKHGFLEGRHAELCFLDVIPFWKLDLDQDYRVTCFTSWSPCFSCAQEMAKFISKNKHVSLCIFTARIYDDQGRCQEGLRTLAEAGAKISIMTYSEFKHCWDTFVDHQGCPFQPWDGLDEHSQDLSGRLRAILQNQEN
#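 Read-out is eYFP fluorescence (Ex 488/Em 500-530) from Vif-expressing HeLa A3G-eYFP cells; more signal means A3G escaped Vif-mediated degradation. Cells plated overnight, compound pinned in, incubated overnight at 37 deg C.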
# GRP78 ERSR act = ER stress response induction in glioma; U87-MG GRP78 promoter luciferase reporter, 16 h; 0.02% of 420,000 active; Potency, µM, without a hit: at the top dose activation, actives largely listed as activators; note: potency is the fitted concentration of half-maximal effect; series mostly up to about 76 µM; % of control where 0% means no effect; nearly all actives have a fitted effect of over 35% in size
#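 Stably transfected U87-MG human glioma cells carrying a GRP78-based luminescent sensor were seeded at 1000 cells/well, pin-dosed with compounds and incubated 16 h. Luciferase reagent was then added, and end-point luminescence was read after 10 min at room temperature.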
# IDH1 R132H inh = inhibitors of human mutant IDH1 R132H. 0.093% of 390,000 active. Potency, µM (titrated, usually from 76.6 µM), for the others: at the highest dose activity change, negative = inhibition, hits mostly inhibitors. IDH1-R132H enzyme, NADPH consumption, diaphorase/resazurin fluorescence. AID 602179; note: potency is the fitted concentration of half-maximal effect; % is set by controls: 0 for no effect and ±100 for the full control effect; nearly all actives have a fitted effect of over 65% in size
#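 IDH1-R132H (0.5 ug/mL dispensed) in pH 7.5 Tris buffer was preincubated 30 min with compound, then given a substrate mix of 0.016 mM NADPH and 2 mM alpha-KG for 80 min at room temperature; remaining NADPH was read by diaphorase/resazurin fluorescence.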
# RGS4 inh = inhibitors of human regulator of G protein signaling 4 | P49798 | Transcreener GDP fluorescence polarization, RGS4-accelerated GTP hydrolysis | Potency, µM (titrated, usually from 114 µM), for the others: top-dose activity change, negative = inhibition, most hits filed as inhibitors | 0.039% of 390,000 active | AID 504845; note: potency is the fitted concentration of half-maximal effect; % is set by controls: 0 for no effect and ±100 for the full control effect; nearly all actives have a fitted effect of over 75% in size; some results filed as inactive show a strong effect at the top dose
# Target sequence (P49798 whole entry, looked up): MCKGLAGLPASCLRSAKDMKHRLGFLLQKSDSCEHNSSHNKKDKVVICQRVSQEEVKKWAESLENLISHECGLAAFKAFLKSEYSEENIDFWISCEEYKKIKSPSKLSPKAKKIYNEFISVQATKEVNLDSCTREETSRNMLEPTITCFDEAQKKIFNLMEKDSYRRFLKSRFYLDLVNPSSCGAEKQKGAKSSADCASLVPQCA
#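 MLSMR compounds (23 nl, pin-transferred) preincubated 10 min at room temperature with a 500nM (2x) first reagent, then RGS4 at 900nM (2x) plus Transcreener GDP mix added; fluorescence polarization (620/688 nm) read before and after 90 min at 30 °C.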
# Vif-A3F inh = blocks the Vif interaction with APOBEC3F. HeLa A3F-eYFP + Vif (tagged APOBEC3F with the HIV-1 protein that degrades it), YFP fluorescence increase. Potency, µM (top dose mostly 46.1 µM), for inactives: at the highest dose activity, negative = active. 0.2% of 390,000 active. AID 602313; note: potency is the fitted concentration of half-maximal effect; % of control where 0% means no effect; nearly all actives have a fitted effect of over 65% in size
#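 HeLa cells stably expressing A3F-eYFP plus Vif, plated and incubated overnight at 37 deg C, then exposed to compounds overnight at 37 deg C. Blocked degradation read as raised yellow fluorescence (Ex 488/Em 500-530).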
# * hit, by the source's call; ? = inconclusive; / = no result given; & = joins results of further samples; [ ] = dose if it differs, or a comment. Unless noted, calls come from the whole dose curve; as a rule, active = well fitted curve in the direction sought with a large enough effect; inconclusive = small, poorly fitted or top-dose-only effect, or another doubt; inactive = no such curve, though single readings can be large; an effect the other way counts as inactive or inconclusive. A portion of the library, so the mix of outcomes need not match the whole.
[1] Cc1cccc(NC(=O)C2CCN(S(=O)(=O)c3cccc4nsnc34)CC2)c1
[2] COc1ccc(NC(=S)N=Nc2c(O)[nH]c3ccccc23)cc1
[3] COc1ccc(/C=C/C(=O)OCC(=O)Nc2cc(S(=O)(=O)N(C)C)ccc2Cl)cc1
[4] O=C(NCCc1cnc[nH]1)c1cccs1
[5] COc1ccc(NC(=O)CNC(=O)c2c(C)nn(C)c2Cl)cc1
[6] COCCNC(=O)c1ccc2c(c1)N(Cc1cc(C)ccc1C)C(=O)c1ccccc1S2(=O)=O
[7] Cc1cc2cc3c(=O)[nH]c(=O)cc-3n(CC(O)C(O)C(O)CO)c2cc1C (stereo not drawn)
[8] O=C1Cc2cc(S(=O)(=O)Nc3ccc(F)cc3Cl)ccc2N1

entry no. | 1 | 2 | 3 | 4 | 5 | 6 | 7 | 8
LDHA inh | -3.5&-4.7 | -1.1 | -4.5 | -3.8 | -0.3 | -11.4 | -1.2 | -0.2
TrxR1 substrate | -1.4%&-5.6% | -7.9% | 0.0% | 9.2% | 3.0% | -5.7% | / | -3.6%
USP1-UAF1 inh | -8.3%&-22.8% | -8.9% | -20.1% | -6.6% | -23.6% | 34.5%[activator] | -20.7% | -22.0%
TrxR1 inh | 3.4%&5.7% | -1.3% | 7.6% | 40.6%[activator] | 17.5% | 5.1% | / | -9.9%
Vif-A3G inh | 0.6%&-0.3% | 1.3% | 0.8% | 1.1% | 8.6% | / | 3.1% | 3.4%
GRP78 ERSR act | -4.0%&-2.8% | -3.1% | 5.3% | 0.6% | -0.4% | / | -8.3% | -3.5%
IDH1 R132H inh | 0.7%&11.4% | -3.2% | -7.5% | -4.2% | 1.4% | / | 7.0% | -16.9%
RGS4 inh | 3.3% | 1.2% | -4.0% | 19.2% | 0.5% | -1.7% | / | 19.4%
Vif-A3F inh | -24.4%&-4.6% | ? | -12.3% | 3.2% | 5.2% | / | ? | -0.7%

# One compound at a time (already shown). Order of values: LDHA inh	TrxR1 substrate	USP1-UAF1 inh	TrxR1 inh	Vif-A3G inh	GRP78 ERSR act	IDH1 R132H inh	RGS4 inh	Vif-A3F inh
# `COc1ccc(NC(=O)CNC(=O)c2c(C)nn(C)c2Cl)cc1` across the screens: -0.3	3.0%	-23.6%	17.5%	8.6%	-0.4%	1.4%	0.5%	5.2%
# `O=C(NCCc1cnc[nH]1)c1cccs1` across the screens: -3.8	9.2%	-6.6%	40.6%[activator]	1.1%	0.6%	-4.2%	19.2%	3.2%

# Later entries.
[9] CC(C)OP(=O)(c1ccc(N(C)C)cc1)C(Nc1ccccc1)c1cccnc1 (stereo not drawn)
[10] O=C(COC(=O)C1CCN(c2ccc(C(F)(F)F)cn2)CC1)c1ccccc1Cl
[11] O=C(Cc1cccs1)N/N=C\c1ccc([N+](=O)[O-])s1
[12] CCOc1ccc(C(=O)c2oc3ccccc3c2NC(=O)c2cc(-c3ccc(Cl)cc3)on2)cc1
[13] COc1cccc(/C=C2\CCC(C3CCCC3)C2=O)c1OC (stereo not drawn)
[14] O=C(CSc1nc(=O)n(CCCN2CCOCC2)c2c1CCCC2)Nc1ccc(F)c(F)c1
[15] O=C(NCCO)c1cccc2c1-c1ccccc1C2=O
[16] CCCCCOCC1CC(C/C(C)=N/NC(N)=O)(C(=O)OCC)C(=O)O1 (stereo not drawn)

entry no. | 9 | 10 | 11 | 12 | 13 | 14 | 15 | 16
LDHA inh | -8.3 | -4.0 | 0.0 | -1.9 | 1.8 | -2.3 | -0.1 | -3.1
TrxR1 substrate | 3.9% | 1.1%[57.1 µM] | -1.8%[57.1 µM] | -1.3% | -0.2% | 1.8% | 4.1%[57.1 µM] | -2.9%
USP1-UAF1 inh | -23.3% | -19.9% | -19.6% | -9.6% | -16.1% | -24.7% | 3.2% | -9.9%
TrxR1 inh | 4.0% | 9.3%[57.1 µM] | ? | 30.8% | 5.8% | 5.0% | 10.0%[57.1 µM] | 17.3%
Vif-A3G inh | -1.4% | 1.1% | -4.9% | 1.0% | -10.4% | -0.9% | -0.1% | -1.4%
GRP78 ERSR act | -1.7% | 1.6% | -2.9% | 0.7% | -3.6% | -5.6% | -4.4% | -0.4%
IDH1 R132H inh | -2.9% | 8.5% | 0.0% | -0.3% | 1.5% | 5.8% | 5.0% | 7.0%
RGS4 inh | 4.2% | -2.9% | -25.8% | 13.1% | -17.3% | -9.0% | -18.0% | -9.3%
Vif-A3F inh | -4.2% | 4.1% | -9.8% | -6.5% | -4.9% | 0.1% | 0.6% | 8.8%

[17] COC(=O)C(C(=O)OC)C(C[N+](=O)[O-])c1ccc(OC)cc1 (stereo not drawn)
[18] CC(C)Sc1nc(N2CCOCC2)c2c(c1C#N)CC(C)(C)N(C)C2
[19] O=C(NNC(=O)c1cc2ccccc2cc1O)c1cccs1
[20] CCC(Oc1ccccc1)C(=O)Nc1ccc(S(=O)(=O)Nc2ncccn2)cc1 (stereo not drawn)
[21] C[C@@H]1CN([C@H](C)CO)S(=O)(=O)c2ccc(C#CC3CCCC3)cc2O[C@H]1CN(C)C(=O)Cc1ccccc1
[22] Cc1nn(Cc2c(F)c(F)c(F)c(F)c2F)c(C)c1NC(=O)c1cccc(COc2ccc(Cl)cc2)c1
[23] O=C(c1ccc(F)cc1)N1CCOCC1
[24] O=C(C(Sc1ccccc1)c1ccccc1)N1CCN(c2ccccc2F)CC1 (stereo not drawn)

entry no. | 17 | 18 | 19 | 20 | 21 | 22 | 23 | 24
LDHA inh | -11.9 | 1.5 | 17.8 | -1.7 | 5.5 | -2.2 | 0.5 | 4.4
TrxR1 substrate | 1.7% | -8.3% | 3.5% | 8.0%[57.1 µM] | / | 2.7%[57.1 µM] | 0.6% | 2.2%
USP1-UAF1 inh | -19.4% | -7.2% | -21.0% | -11.6% | -16.4% | -5.3% | -16.8% | -18.0%
TrxR1 inh | -10.9% | 11.8%[57.1 µM] | 21.0% | 4.6%[57.1 µM] | / | 13.8%[57.1 µM] | 3.7% | 16.3%
Vif-A3G inh | 0.2% | 0.4% | -7.5% | -3.4% | -13.0% | 2.9% | -0.2% | -0.5%
GRP78 ERSR act | -3.4% | -4.2% | 0.7% | -1.9% | -7.8% | -1.3% | -0.7% | -2.1%
IDH1 R132H inh | -4.1% | 2.1% | 6.7% | -0.5% | -16.5% | 3.4% | 10.8% | 4.5%
RGS4 inh | -10.5% | -61.0%[11.4 µM] | -34.0% | -5.9% | / | -11.8% | -1.5% | -5.9%
Vif-A3F inh | -6.9% | -4.9% | -3.0% | 13.4% | -0.3% | -6.2% | -1.2% | /

[25] CC(=O)c1ccc(-n2nncc2-c2ccc([N+](=O)[O-])cc2)cc1
[26] COc1cc(CCC(N)c2cccc(O)c2)cc(OC)c1OC (stereo not drawn)
[27] O=C1C=C(O)c2cccc(O)c2C1=O
[28] O=C(Nc1nnc(CC(=O)N2CCOCC2)s1)c1cccs1
[29] O=C(CCN1C(=O)/C(=C/C=C/c2ccccc2)SC1=S)Nc1nccs1
[30] CCCCCOc1ccc(/C=C/C(=O)Nc2sc3c(c2C(=O)OCC)CCC3)cc1OC
[31] COc1ccc(OC)c(NC(=O)CC2SC(=N)N(c3ccccc3)C2=O)c1 (stereo not drawn)
[32] CCC(Oc1ccccc1)C(=O)Nc1ccc2oc(-c3ccc(OC)cc3)nc2c1 (stereo not drawn)
[33] O=C(Nc1ccccc1)OC1CCC2CC1CCC2OC(=O)Nc1ccccc1 (stereo not drawn)
[34] CSc1ncccc1C(=O)OCC(=O)N(C)c1c(N)n(Cc2ccccc2)c(=O)[nH]c1=O
[35] Cc1ccc(S(=O)(=O)N2CCC(NC(=O)c3ccccc3)CC2)cc1

entry no. | 25 | 26 | 27 | 28 | 29 | 30 | 31 | 32 | 33 | 34 | 35
LDHA inh | -3.0 | -1.4 | 16.4 | -2.0 | 1.0 | -5.9 | -1.3 | -0.4 | -0.7 | -2.1 | -10.2
TrxR1 substrate | -7.7% | 2.9%[11.4 µM] | -3.6% | -11.4% | 2.1% | -5.1% | -12.3% | 11.7% | -5.6% | -7.7% | -5.9%[57.1 µM]
USP1-UAF1 inh | -2.1% | 0.7% | 31.6µM* | -13.2% | -1.8% | -9.3% | -16.9% | -22.2% | -12.3% | -5.9% | -5.1%
TrxR1 inh | -0.7%[57.1 µM] | 10.6%[11.4 µM] | -0.6% | -16.2% | -2.2% | -6.3% | 9.8%[57.1 µM] | 31.0% | -11.6% | -10.5% | -6.0%
Vif-A3G inh | -6.2% | -4.2% | 2.5% | 2.5% | -1.2% | / | 2.4% | / | -6.8% | -0.5% | -4.0%
GRP78 ERSR act | 12.9% | -2.5% | 0.2% | -1.8% | -2.9% | / | -8.5% | / | -2.7% | -2.3% | 4.6%
IDH1 R132H inh | 17.7% | -1.1% | 2.8% | 7.9% | 3.3% | / | -3.1% | / | 7.6% | 5.9% | -3.7%
RGS4 inh | -4.2% | 12.9% | -20.7% | 0.8% | -1.2% | -6.7% | -10.7% | 5.8% | -20.7% | -14.3% | 10.1%
Vif-A3F inh | -10.1% | 9.1% | 0.5% | -0.5% | -7.4% | / | 5.5% | / | 6.3% | -11.5% | -2.3%

# High-throughput results as filed in PubChem.
